Source: PubChem
iPSC survival up = enhancers of single-cell hiPSC survival, primary screen, ATPlite luminescence | 100% = ROCK inhibitor wells, 0% = DMSO | survival enhancement, % at 20 µM | 360,000 tested, 0.044% active | AID 602274, 2012; in the data active = survival enhancement above about 18%;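 note: cells exposed to compounds for 16 hours before the ATP read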
Granule exo inh = LAMP-1 surface exposure blockers, TALL-104 cells – cell-based, flow cytometry, MLPCN library, primary screen. TALL-104 LAMP-1 surface exposure; cells stimulated with thapsigargin and PMA. inhibition, % at 10 µM. 360,000 tested, 0.66% active;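 active = inhibition above about 55%, limit read from the data; inconclusive = no clear call, values can overlap the other calls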
NR2E3 ag-1 = inhibitors of NR2E3-RetCOR corepressor binding, primary screen, NR2E3 agonist project, biochemical, TR-FRET, GST-NR2E3, biotin-RetCOR | Photoreceptor-specific nuclear receptor (Homo sapiens), Q9Y5X4 | 1536-well | inhibition of corepressor binding, % at 4.78 µM | 320,000 tested, 0.12% active | AID 2300, 2010;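 active = percent inhibition above the cutoff of mean plus 3 SD of all tested compounds, set per screening campaign, cut at about 20% in these data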;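 note: 0% = DMSO wells and 100% = biotin wells as full block of FRET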
Target sequence (Q9Y5X4 whole entry, looked up): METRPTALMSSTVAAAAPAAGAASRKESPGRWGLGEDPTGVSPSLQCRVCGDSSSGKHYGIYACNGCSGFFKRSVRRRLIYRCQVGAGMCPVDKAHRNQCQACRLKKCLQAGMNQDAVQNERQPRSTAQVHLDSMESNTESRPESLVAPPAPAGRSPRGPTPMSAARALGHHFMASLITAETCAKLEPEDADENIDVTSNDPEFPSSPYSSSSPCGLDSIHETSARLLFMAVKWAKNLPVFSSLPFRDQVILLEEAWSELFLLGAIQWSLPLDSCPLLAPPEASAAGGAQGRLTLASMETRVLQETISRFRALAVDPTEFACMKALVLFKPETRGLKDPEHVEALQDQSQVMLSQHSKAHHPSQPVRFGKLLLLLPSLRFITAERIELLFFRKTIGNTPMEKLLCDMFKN
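System: GST-NR2E3 and biotin-RetCOR proteins; probe or stimulus: 7 nM biotin-RetCOR; doses: compound at 4.8 µM, single dose; schedule: Compound–protein incubation for 5 h at 4 °C; detection: time-resolved FRET; read-out: percent inhibition; controls: biotin wells as high control, 0.6% DMSO wells as low control; format: 1536-well plates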
aDG glyco act = activators of alpha-DG glycosylation, primary screen, uHTS, Pro5-aDG cells, AlphaScreen; alpha-DG glycosylation AlphaScreen (IIH6); 0% Pro5, 100% B10-LARGE cell signal; 360,000 tested, 0.22% active; activation, % at 10 µM;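 active = activation of at least 8% versus controls, or a plate z-score of at least 8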;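 note: Pro5 are CHO cells carrying HIG-tagged alpha-DG that lacks glycosylation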
HIF-2a block = HIF-2a reporter inhibitors, primary screen, luminescence, 786-0 RCC cells | 360,000 tested, 0.72% active | 786-0 RCC cells HIF-2a reporter, luciferase luminescence, overnight | inhibition, % at 18.8 µM;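 active = inhibition of the luminescence signal of 40% or more relative to plate controls, in a single-dose primary screen at 18.75 µM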
CaV13 ICDI inh = Primary screen for inhibitors of IQ motif and Ca2+-dependent inactivation inhibitor domain binding in CACNA1D, Förster resonance energy transfer in living cells, …; HEK cells, CFP/YFP FRET ICDI-IQ, plate reader, 10 min; percent FRET-ratio fall versus neutral wells; inhibition, % at 12.3 µM; 340,000 tested, 0.098% active; AID 743397;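 active = mean replicate inhibition of at least 30% and at least 1% of replicates passing that level; inconclusive = only one of the two criteria is met; inactive = neither criterion is met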;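 note: 0% = median of the neutral control wells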
TRPM1 prom inh = inhibitors of MITF-dependent TRPM1 promoter reporter, primary screen, cell-based, SK-MEL-5, single point, luciferase. SK-MEL-5 TRPM1 promoter luciferase, 24 h. inhibition, % at 12.5 µM. 330,000 tested, 0.83% active;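 active = mean inhibition across replicates of 60% or more, whatever share of single replicates reaches that level; inconclusive = some that reach 60%, reason not given; inactive = mean inhibition across replicates below 60%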; note: values of inactives mirror those of a sister screen read the other way
Vif inh = HIV Vif self-association inhibitors, primary screen, imaging, HEK293T, single point; HEK293T cells, Vif self-association by quenched fluorescence, 24 h; inhibition, % at 7.49 µM; 340,000 tested, 0.35% active; in the data active = inhibition above about 50%, passing the limit was not always enough; inconclusive = no clear call, values can overlap the other calls; inactive = below about 31%; note: some results filed as inactive read as strong as hits
Peg3 promoter = Peg3 promoter-driven luciferase inhibitors, primary screen, cell-based, HeLa, luciferase luminescence; HeLa PEG-Prom luciferase reporter, overnight; inhibition, % at 20 µM; 360,000 tested, 1.7% active;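 active = inhibition of at least 50% at 20 µM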
NR2E3 ag-2 = NR2E3 agonists in two-hybrid cells, primary screen, cell-based, luminescence, CHO-S, Gal4-NCOR/VP16-NR2E3. Photoreceptor-specific nuclear receptor (Homo sapiens), Q9Y5X4. luciferase. inhibition of corepressor binding, % at 3.98 µM. 360,000 tested, 0.35% active. AID 602229, 2012;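 active = inhibition above the mean of all tested compounds plus 3 SD, cut at about 70% in these data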;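 note: 0% = DMSO with NR2E3 transfected cells and 100% = cells lacking NR2E3 construct; higher means lower luciferase signal from less NR2E3 corepressor binding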
PDI turbidity = inhibitors of human PDI, primary screen, biochemical, turbidity, single point, plate reader; Protein disulfide-isomerase (Homo sapiens), P07237; PDI insulin aggregation turbidity, A650, 90 min; inhibition, % at 10 µM; 350,000 tested, 0.052% active;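 active = mean inhibition across replicates of 30% or more, whatever share of single replicates reach that level; inconclusive = mean inhibition below 30% while every single replicate reaches 30%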;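 note: absorbance from insulin aggregation driven by PDI reduction with DTT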
Target sequence (P07237 whole entry, looked up): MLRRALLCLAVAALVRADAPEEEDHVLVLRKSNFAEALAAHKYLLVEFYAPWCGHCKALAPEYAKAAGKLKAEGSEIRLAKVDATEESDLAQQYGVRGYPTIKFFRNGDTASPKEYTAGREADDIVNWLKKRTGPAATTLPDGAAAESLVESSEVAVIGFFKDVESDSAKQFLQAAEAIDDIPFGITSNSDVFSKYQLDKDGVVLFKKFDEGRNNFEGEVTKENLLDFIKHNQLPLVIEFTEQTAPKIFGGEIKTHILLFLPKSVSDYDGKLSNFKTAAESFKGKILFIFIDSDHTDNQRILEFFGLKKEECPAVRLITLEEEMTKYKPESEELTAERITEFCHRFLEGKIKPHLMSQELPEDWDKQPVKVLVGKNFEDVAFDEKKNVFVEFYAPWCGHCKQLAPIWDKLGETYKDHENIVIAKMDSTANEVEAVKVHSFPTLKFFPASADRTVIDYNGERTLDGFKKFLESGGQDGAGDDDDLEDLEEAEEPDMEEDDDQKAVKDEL
Numbers without * were called inactive; ? = inconclusive; / = no result given.

SMILES	iPSC survival up	Granule exo inh	NR2E3 ag-1	aDG glyco act	HIF-2a block	CaV13 ICDI inh	TRPM1 prom inh	Vif inh	Peg3 promoter	NR2E3 ag-2	PDI turbidity
Cc1nnc(NC(=O)CSc2nc(N)c(NC(=O)c3cccs3)c(=O)[nH]2)s1	0.2	-2	4	0.2	12	1	8	-8	10	-6	5
CC(=O)c1cccc(NC(=O)CN(C)S(=O)(=O)c2ccccc2)c1	3.8	-7	-3	-0.3	-37	-2	-24	1	-8	-26	-43
Cc1cccc(N2C(=O)C(O)=C(C(=O)c3cccs3)C2c2ccc(F)cc2)n1 (stereo not given)	1.0	15	18	-0.1	11	-3	1	8	1	-4	-16
CCOc1ccc(C(C)C)cc1S(=O)(=O)n1nc(C)cc1C	5.2	-3	-1	-0.1	13	-3	7	4	10	-49	2
CC1(C)OC2COC(c3[nH]nc4c(=O)[nH]c(=O)[nH]c34)C2O1 (stereo not given)	-2.6	-12	/	0.1	-3	-3	/	3	-7	2	13
CCn1nc(C(=O)Nc2ccc(C)c(C)c2)c(Cl)c1Cl	0.5	2	5	0.3	-127	-3	-34	2	-66	-11	8
CCC(C)NC(=O)C1CC(c2ccc(OC)cc2)=NO1 (stereo not given)	-2.5	-2	2	-0.1	-56	-8	-13	6	-44	-1	2
CC(CCc1ccccc1)NC(=O)CCNC(=O)c1ccccc1Cl (stereo not given)	0.3	-4	/	0.9	5	-1	7	0	-5	-9	0
Cc1ccc2sc(C)[n+](CCC(C)S(=O)(=O)[O-])c2c1 (stereo not given)	0.2	-4	-4	0.1	16	-7	4	1	16	12	21
CCc1ccc(C(O)c2ncc(-c3cccc(F)c3)[nH]2)cc1 (stereo not given)	5.0	-4	/	-0.1	-88	-5	/	-12	-64	-8	19
CC1(C)CN(c2ccsc2C(=O)O)C1=O	1.0	-1	4	0.4	13	-3	-3	13	6	22	2
CN(Cc1ccccc1)CC(O)COc1ccc(CNCCOc2cccnc2)cc1 (stereo not given)	-0.8	-2	2	0.0	22	/	8	1	12	0	4

The closing three records of the section above come first, to join the parts.
SMILES	iPSC survival up	Granule exo inh	NR2E3 ag-1	aDG glyco act	HIF-2a block	CaV13 ICDI inh	TRPM1 prom inh	Vif inh	Peg3 promoter	NR2E3 ag-2	PDI turbidity
CCc1ccc(C(O)c2ncc(-c3cccc(F)c3)[nH]2)cc1 (stereo not given)	5.0	-4	/	-0.1	-88	-5	/	-12	-64	-8	19
CC1(C)CN(c2ccsc2C(=O)O)C1=O	1.0	-1	4	0.4	13	-3	-3	13	6	22	2
CN(Cc1ccccc1)CC(O)COc1ccc(CNCCOc2cccnc2)cc1 (stereo not given)	-0.8	-2	2	0.0	22	/	8	1	12	0	4
CCC1(O)CCCC2C3CCC4CC(=O)CCC4(C)C3C(=O)CC21C (stereo not given)	-2.4	14	/	-0.3	11	-18	-4	10	0	-3	5
COCCN(CCOC)CC(O)COC(c1ccccc1)c1ccccc1 (stereo not given)	-1.5	-1	0	0.1	5	/	6	11	1	-13	5
CCN(CC)C(=O)C1CCCN(c2ccc([N+](=O)[O-])cc2/C=N/NC(=O)c2cccc([N+](=O)[O-])c2)C1 (stereo not given)	-0.3	0	-1	0.0	25	/	7	-2	13	-30	4
Cc1ccc(-n2nc(C(=O)O)c3ccccc3c2=O)cc1C	3.1	-3	-1	0.4	-3	/	7	-18	-7	-9	-7
COc1cccc(-c2cc3nc(C)cc(N4CCN(C(=O)c5ccoc5)CC4)n3n2)c1	-0.6	7	/	-0.2	-27	-5	/	-1	-10	3	-4
CC(C)(C)CC(C)(C)N=C1Nc2cc(Cl)c(Cl)cc2NC12C[C@H]1CCC(=O)N3CC[C@@H](C2)[C@@H]13 (stereo not given in full)	-2.8	76*	/	1.1	-2	-10	1	-4	22	4	5
Cc1nc(CC(=O)c2ccc(O)c(C)c2O)cs1	-0.4	-2	0	0.1	-2	-1	-24	-1	-19	4	6
O=C(c1ccccc1)C(CN1CCCCC1)c1ccccc1 (stereo not given)	-4.3	2	/	-0.3	27	-6	97*	-3	103*	-19	-4
CC(=O)Oc1ccc2nc(/C=C/c3ccccc3)oc(=O)c2c1	-0.8	5	2	0.1	-78	-20	-9	-5	-1	-3	-52
COc1cccc(C(=O)/C=C/c2ccc(SC)cc2)c1	-2.5	4	-4	0.2	-38	-8	-14	-18	-60	-8	-2
Cc1cc(-n2cnc(-c3cn[nH]c3C)n2)no1	4.4	0	-2	-0.1	-42	-15	9	-7	-20	8	5
CC1(c2nnnn2-c2ccc3c(c2)OCCO3)CCC(=O)N1CCOc1ccccc1 (stereo not given)	0.6	-10	/	-0.1	-2	-11	/	/	/	-8	/
C/C(=N\NC(=O)c1ccccc1)c1ccc(C)c([N+](=O)[O-])c1	4.0	0	-1	-0.2	-160	-5	-49	0	-118	-102	15
CC(C)(C)N(Cc1ccccc1)C(=O)COC(=O)/C=C/c1ccc2c(c1)OCO2	-0.7	-4	3	-0.2	5	-5	14	-2	3	-2	-8
CCn1c(C)c(C)c2cc(C(=O)NCCCN3CCCCC3)ccc21	-0.1	-4	3	0.6	13	-2	-6	-1	12	-24	5
COc1ccc(CC(=O)Nc2cccc(C(C)=O)c2)cc1S(=O)(=O)N1CCOCC1	-0.4	100*	0	-0.3	-2	-5	5	?	-3	-16	0
Cc1ccc(C(=O)N2CCC(C(=O)Nc3cccc([N+](=O)[O-])c3)CC2)cc1	0.4	-3	-2	0.1	-6	-5	14	-8	14	8	0
CCc1ccc(N(C(=O)c2ccco2)C(C(=O)NC2CCCC2)c2ccco2)cc1 (stereo not given)	3.3	16	2	0.1	-47	/	-6	/	9	-29	16
CC(C)c1ccc(C(O)Cc2nc3ccccc3n2C)cc1 (stereo not given)	0.2	5	-2	0.3	-163	-14	-8	-20	-191	-37	-2
CCc1c(C)nc(SCC(=O)c2ccc(C)c(C)c2)[nH]c1=O	-1.7	-2	3	0.1	-12	-10	-1	20	-8	27	9
O=C(CNC1CCCC1)Nc1ccc(N2CCCCCC2)cc1	-0.2	4	-6	1.2	-6	-4	-7	7	-1	13	2
O=C(O)CCCC(=O)Nc1cccc([N+](=O)[O-])c1	-0.7	-2	-2	-0.3	18	-4	-4	10	14	14	-3
Cc1cc(NC(=O)CC#N)n(-c2nc3ccccc3[nH]2)n1	-0.8	0	-1	-0.1	-81	-2	-5	-10	-77	-14	-8
CC(C)CN(CC(C)C)C(=O)Cc1coc2ccc3ccccc3c12	-3.0	0	2	0.1	18	-4	4	1	14	-5	8
COC(=O)c1sc(NC(=O)COc2cccnc2[N+](=O)[O-])c(C(=O)OC)c1C	1.6	-1	1	-0.3	-12	-7	9	-2	27	3	2
CC(OC(=O)c1ccccc1O)C(=O)Nc1cccc(Cl)c1 (stereo not given)	-0.6	0	3	0.1	-2	-2	-2	-17	9	-5	8
NC(=O)c1ccccc1N	-0.5	-5	4	-0.2	1	/	/	-8	9	12	/
COc1ccc(-c2nc3c(n2O)CCCC3=O)cc1OC	-3.3	4	0	0.1	-62	-5	8	-1	-1	-2	5
CCOC(=O)c1c(C)n(C)c2ccc(OC)c(NC(=O)CCN3CCSCC3)c12	-1.0	6	-5	0.5	17	-6	17	-12	21	9	-5
CS(=O)c1nc(-c2ccc(Br)cc2)cc(-c2ccccc2)c1C#N (stereo not given)	-2.6	53	4	-0.4	88*	-8	78*	-5	106*	8	14
CN1C(=O)CSc2ccc(NC(=O)Nc3ccccn3)cc21	0.5	1	3	-0.2	-323	-9	-130	-5	-89	-43	-5
Cc1nn(-c2ccccc2)c(N)c1C(O)(CC(=O)C(F)(F)F)C(F)(F)F (stereo not given)	1.9	-8	-2	-0.1	16	-2	-4	/	-2	9	-2
Nc1cccc(P(=O)(c2ccccc2)c2ccccc2)c1	-0.1	-10	-1	0.0	18	-3	-13	19	16	0	7
CC(=O)Nc1ccc(NC(=O)COC(=O)c2ccc(S(=O)(=O)N(C)c3ccccc3)cc2)cc1	-0.5	-4	/	0.1	-1	-6	4	2	18	-11	6
COC(=O)C1C2C=CC3(CN(Cc4cccs4)C(=O)C13)O2 (stereo not given)	0.6	-2	-2	-0.4	9	-5	3	2	7	12	-4
COC(=O)c1cc2ccccc2c(-c2c(O)ccc3ccccc23)c1O	0.9	-1	-4	-0.4	35	-10	10	2	49	-9	-1
Brc1ccc(Oc2ncc(CN3CCOCC3)s2)cc1	1.7	1	-1	-0.1	-116	-6	-47	-1	-122	-33	2
CN(CCc1ccccn1)S(=O)(=O)c1ccc(F)cc1	6.9	1	0	0.2	8	-4	4	3	15	-19	2
FC(F)(F)c1ccnc(Sc2n[nH]c(C(F)(F)F)n2)c1	-0.6	1	-3	0.0	16	-5	0	3	3	4	-4
CCCCCCCOc1ccc(-c2ccc(C#N)cn2)cc1	4.0	-7	0	0.3	-5	-5	1	0	-1	2	-6
O=C1NN(c2ccc(F)cc2)C(=O)/C1=C/c1cccs1	4.6	-8	2	0.0	6	-4	2	7	0	13	-3
O=C1CC(Nc2ccccc2)C(=O)N1c1ccc(N2CCOCC2)cc1 (stereo not given)	0.6	2	-3	-0.2	-30	-5	-9	13	7	15	12
COCCN(C(=S)Nc1cc(C)cc(C)c1)C(C)c1cccnc1 (stereo not given)	0.6	-3	-2	-0.1	22	-6	11	-4	22	-5	-8
CCCCN(C(=O)NC(=O)Nc1nc2ccc(OC)cc2s1)S(C)(=O)=O	-3.0	-8	0	-0.1	-222	-7	-43	-5	-111	-59	23
COCCc1ncc(CN2CCCC(C(=O)Nc3cccc(-c4cccc(C)c4)c3)C2)cn1 (stereo not given)	-0.5	0	1	-0.1	-6	-4	5	-2	23	4	8
O=C(O)CCn1c(-c2ccccc2)cc2ccccc21	0.3	-1	1	0.0	5	-3	-9	-2	-5	-8	-3
Cc1ccc(CCNC(=O)C2CCN(S(=O)(=O)c3cccc4nsnc34)CC2)cc1	0.9	-4	-1	0.3	17	-4	6	8	13	-6	-10
Cc1[nH]c(=O)[nH]c(=O)c1S(=O)(=O)N1CCCC1	16	1	2	0.5	1	-3	2	3	8	-24	-18

Not a hit list. Share with any hit: about 3.5%.
